Pin1 inhibitor = qHTS Assay to Find Inhibitors of Pin1; Potency, µM (series often up to 115 µM), for inactives: at the top dose activity, negative = inhibition, actives largely listed as inhibitors; Pin1 FP peptide displacement, HiFluor488, 10 min; Peptidyl-prolyl cis-trans isomerase NIMA-interacting 1 (Homo sapiens), Q13526; 390,000 compounds, 0.009% hits; active = well fitted inhibition curve with a large enough effect in the polarisation, with a control signal flat, not every such curve was filed as active; inconclusive = small, poorly fitted or top-dose-only effect, or effect the other way, or a change in a side signal; inactive = no such curve, though single readings can be large or run the other way; the % refers to the polarisation; also: % is scaled to controls: 0 for no effect and ±100 for the full control effect
Target sequence (Q13526 whole entry, looked up): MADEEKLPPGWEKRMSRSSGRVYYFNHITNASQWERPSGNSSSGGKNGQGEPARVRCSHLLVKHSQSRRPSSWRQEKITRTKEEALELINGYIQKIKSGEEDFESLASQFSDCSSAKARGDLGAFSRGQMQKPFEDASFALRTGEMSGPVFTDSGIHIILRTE
ALOX12 inh = Primary qHTS assay for inhibitors of human arachidonate 12S-lipoxygenase (ALOX12): Round 2; Polyunsaturated fatty acid lipoxygenase ALOX12 (Homo sapiens), P18054; purified 12hLO, xylenol orange hydroperoxide absorbance; Potency, µM (titrated, usually from 108 µM), inactives show at the top dose activity change, negative = inhibition, usual class: inhibitors; 580,000 compounds, 1.1% hits; also: % is scaled to controls: 0 for no effect and ±100 for the full control effect
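Purified human 12hLO (150 nM final) in 25 mM Hepes, 0.01% Triton X-100, pH 7.0 was preincubated 15 min at room temperature with compound. Then 40 uM arachidonic acid was added, 30 min. Hydroperoxide was read by Fe-XO absorbance ratio 573/405 nm.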
PGK inhibitor = qHTS Assay to Find Inhibitors of Phosphoglycerate Kinase | Potency, µM (series often up to 57.5 µM), inactives show at the highest dose activity change, negative = inhibition, hits mostly inhibitors | PGK/GAPDH coupled, Kinase-Glo luminescence, 60 min | Phosphoglycerate kinase, glycosomal (Trypanosoma brucei brucei), P07378 | 380,000 compounds, 0.043% hits | AID 602233, 2012; also: % is scaled to controls: 0 for no effect and ±100 for the full control effect; nearly all actives have a fitted effect of over 60% in size
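Recombinant glycosomal PGK reaction used 1,3-bisphosphoglycerate generated in-well by GAPDH (100nM final) in 100mM TEA pH 7.6, 5mM MgCl2, 0.01% Tween-20. After 60 minutes at room temperature, ATP was read by Kinase-Glo Plus luminescence end-point.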
GLS inhibitor = qHTS for Inhibitors of Glutaminase (GLS); GLS enzymatic activity, qHTS titration; Potency, µM (series often up to 45.5 µM), inactives show at the highest dose activity change, negative = inhibition, hits mostly inhibitors; 410,000 compounds, 0.21% hits; Glutaminase kidney isoform, mitochondrial (Homo sapiens), O94925; also: % is scaled to controls: 0 for no effect and ±100 for the full control effect
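Enzyme dispensed in phosphate buffer (45 mM, pH 8.2, 0.02% Tween-20), compounds pinned in, then 1 mM L-glutamine solution and the glutamate oxidase–HRP–Amplex Red mix added; fluorescence read immediately and again after 30 min at room temperature.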
JMJD2A Tudor = qHTS Assay for Inhibitors of JMJD2A-Tudor Domain; Potency, µM (top dose mostly 114 µM), inactives show top-dose activity change, negative = inhibition, usual class: inhibitors; 390,000 compounds, 4.4% hits; AlphaScreen JMJD2A-Tudor / H3K4me3 peptide binding; also: % is scaled to controls: 0 for no effect and ±100 for the full control effect; nearly all actives have a fitted effect of over 50% in size
ERG Ets-DNA blk = qHTS for Small Molecule Inhibitors of the ERG Ets/DNA interaction; Transcriptional regulator ERG (Homo sapiens), P11308; fluorescence polarization, His-ERG Ets domain / labelled DNA; Potency, µM (series often up to 76.9 µM), inactives show top-dose FP activity, negative = inhibition, actives largely listed as inhibitors; 370,000 compounds, 0.028% hits; AID 624246, 2012; active = well fitted inhibition curve with a large enough effect in the polarisation, with a control signal flat; inconclusive = small, poorly fitted or top-dose-only effect, or effect the other way, or a change in a side signal; inactive = no such curve, though single readings can be large or run the other way; the % refers to the polarisation;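 also: polarization taken with two DNA probes labelled with fluorescein and Texas red; % of control where 0% means no effect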
Target sequence (P11308 whole entry, looked up, the tested form may be a part): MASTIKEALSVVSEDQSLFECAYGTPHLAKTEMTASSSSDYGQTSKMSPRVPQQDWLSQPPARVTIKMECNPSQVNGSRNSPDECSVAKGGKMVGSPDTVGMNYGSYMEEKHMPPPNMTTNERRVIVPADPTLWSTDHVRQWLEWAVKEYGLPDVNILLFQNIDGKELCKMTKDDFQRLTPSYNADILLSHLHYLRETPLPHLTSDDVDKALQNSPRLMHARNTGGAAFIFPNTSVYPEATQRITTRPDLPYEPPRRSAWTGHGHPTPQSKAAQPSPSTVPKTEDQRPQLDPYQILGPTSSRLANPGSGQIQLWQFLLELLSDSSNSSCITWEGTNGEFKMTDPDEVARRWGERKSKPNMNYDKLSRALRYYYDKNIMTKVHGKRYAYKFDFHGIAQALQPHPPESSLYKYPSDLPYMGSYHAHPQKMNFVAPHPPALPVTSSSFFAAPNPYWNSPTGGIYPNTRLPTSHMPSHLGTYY
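His-tagged ERG Ets domain (1 uM in the protein solution; 300mM KCl, 50mM Tris-HCl, 1mM EDTA, 1mM DTT, pH 7.5) received compound, then a probe mix of 5 nM fluorescein-DNA and 100nM Texas-615-DNA. Fluorescence polarization was read for both dyes.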
TrxR1 inh = qHTS Assay for Inhibitors of Mammalian Selenoprotein Thioredoxin Reductase 1 (TrxR1): qHTS; Thioredoxin reductase 1, cytoplasmic (Rattus norvegicus), O89049; recombinant rTrxR1, NADPH fluorescence consumption, selenite substrate; Potency, µM (series often up to 114 µM), for the others: at the highest dose activity change, negative = inhibition, actives largely listed as inhibitors; 390,000 compounds, 1% hits; AID 588453, 2011; also: % is scaled to controls: 0 for no effect and ±100 for the full control effect; nearly all actives have a fitted effect of over 65% in size
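Rat TrxR1 (90 nM in the dispensed reagent) was pre-reduced with 400 uM NADPH for 5 min at room temperature, then incubated with compound for 15 min. After 400 uM selenite was added, NADPH fluorescence (Ex 340/Em 450 nm) was followed for 8 min.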
RGS4 inh = Inhibitors of Regulator of G Protein Signaling (RGS) 4: qHTS; Transcreener GDP fluorescence polarization, RGS4-accelerated GTP hydrolysis; Potency, µM (series often up to 114 µM), without a hit: at the top dose activity change, negative = inhibition, usual class: inhibitors; 390,000 compounds, 0.039% hits; also: % is scaled to controls: 0 for no effect and ±100 for the full control effect; nearly all actives have a fitted effect of over 75% in size; some results filed as inactive show a strong effect at the top dose
Target sequence (P49798 whole entry, looked up): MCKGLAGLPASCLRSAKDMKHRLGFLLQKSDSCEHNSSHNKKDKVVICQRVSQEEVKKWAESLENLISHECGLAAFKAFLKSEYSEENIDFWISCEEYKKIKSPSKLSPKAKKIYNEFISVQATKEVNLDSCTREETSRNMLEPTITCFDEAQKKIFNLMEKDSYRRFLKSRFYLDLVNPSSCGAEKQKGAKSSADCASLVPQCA
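MLSMR compounds (23 nl, pin-transferred) preincubated 10 min at room temperature with a 500nM (2x) first reagent, then RGS4 at 900nM (2x) plus Transcreener GDP mix added; fluorescence polarization (620/688 nm) read before and after 90 min at 30 °C.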
HP1b binding inh = HTS for Inhibitors of HP1-beta Chromodomain Interactions with Methylated Histone Tails. 390,000 compounds, 0.56% hits. Potency, µM (series often up to 114 µM), for the others: top-dose activity change, negative = inhibition, actives largely listed as inhibitors. Chromobox protein homolog 1 (Homo sapiens), P83916. AlphaScreen HP1-beta / biotin-H3K9me3 peptide binding; also: nearly all actives have a fitted effect of over 70% in size; inactives centre near 23
Target sequence (P83916 whole entry, looked up): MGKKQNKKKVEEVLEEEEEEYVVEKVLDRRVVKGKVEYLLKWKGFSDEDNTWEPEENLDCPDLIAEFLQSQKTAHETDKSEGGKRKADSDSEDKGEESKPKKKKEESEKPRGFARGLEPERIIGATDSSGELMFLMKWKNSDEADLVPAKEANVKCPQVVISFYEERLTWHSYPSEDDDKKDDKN
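AlphaScreen: HP1-beta (50 nM) preformed 30 min with biotin-H3(1-18)K9me3 peptide (50 nM) in PBS pH 7.4, 0.01% Tween-20. Compound added for 30 min at RT, then streptavidin donor/nickel chelate acceptor beads (10 ug/mL) for 30 min.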
* = called active by the depositor; i = inactive; ? = inconclusive; nt = not tested or not shown; & = joins results of further samples; [ ] = another dose, or the depositor's remark. Unless noted, calls follow the shape of the dose curve; as a rule, active = well fitted curve in the direction sought with a large enough effect; inconclusive = small, poorly fitted or top-dose-only effect, or another doubt; inactive = no such curve, though single readings can be large; an effect the other way counts as inactive or inconclusive. Potency is read from the fitted curve at half-maximal effect.

Sample of the layout, 2 compounds:
Pin1 inhibitor	ALOX12 inh	PGK inhibitor	GLS inhibitor	mol	JMJD2A Tudor	ERG Ets-DNA blk	TrxR1 inh	RGS4 inh	HP1b binding inh
36%[activator]	-2%	-7%	6%	C=CCn1c(=NC(=O)c2ccc(S(=O)(=O)N3CCc4ccccc4C3)cc2)sc2cc(S(N)(=O)=O)ccc21	-6%	3%	37%	-4%	14%
1%&5%	-4%	-8%	-1%	C=CCCN(C(C(=O)OC)C(C)C)S(=O)(=O)c1ccccc1Br (centres undefined)	26%&26%	-4%	2%&-19%	-3%&-17%	68%&101%[activator]

Results, repeating the preview:
Pin1 inhibitor	ALOX12 inh	PGK inhibitor	GLS inhibitor	mol	JMJD2A Tudor	ERG Ets-DNA blk	TrxR1 inh	RGS4 inh	HP1b binding inh
36%[activator]	-2%	-7%	6%	C=CCn1c(=NC(=O)c2ccc(S(=O)(=O)N3CCc4ccccc4C3)cc2)sc2cc(S(N)(=O)=O)ccc21	-6%	3%	37%	-4%	14%
1%&5%	-4%	-8%	-1%	C=CCCN(C(C(=O)OC)C(C)C)S(=O)(=O)c1ccccc1Br (centres undefined)	26%&26%	-4%	2%&-19%	-3%&-17%	68%&101%[activator]
4%	93%[activator]	6%	0%	C/C(=N\Nc1ccccc1)c1cccs1	-21%	2%	2%	12%	8%[57 µM]
2%&18%	-8%&-1%	-11%	-1%&4%	COc1ccc(C2=NS(=O)(=O)N(C)C(C(=O)NCc3ccccc3)=C2)cc1OC	-19%&-26%	-3%&-1%	-1%[57.1 µM]	-5%&-8%	29%&46%
4%	-11%	-3%	-2%	c1ccc(-c2cc3c(ccc4nonc43)nn2)cc1	-11%	-9%	18%[57.1 µM]	-14%	43%[activator]
-3%	0%	i	0%	CC(=O)c1ccc(NC(=O)[C@@H]2CCCN2C(=O)OC(C)(C)C)cc1	-6%	4%	29%	-14%	58%[activator]
-8%	?	-9%	-8%	O=C(CN1CCCC1)NC(c1ccccc1)c1ccccc1	1.4µM*	-7%	7%[57.1 µM]	-11%	?
-8%	?	-2%	1%	COc1ccc2oc(=O)c(C(=O)NC3CCCCCC3)cc2c1	5%	-3%	17%[57.1 µM]	-8%	39%[activator]
6%	-10%	0%	-8%	CCn1c(CCC(=O)Nc2nc3c(s2)CCCC3)nc2cc(S(=O)(=O)N(C)C)ccc21	?	-10%	17%	-26%	15%
4%	23%[57.4 µM]	-1%	0%	CC(C)CNC(=O)c1noc2c1CCCC2	-13%	-6%	3%	-8%	32%
1%&-17%	-1%&-20%	0%&-9%	-11%&3%	CCCCNC(=O)CCn1c(=O)c2cccn2c2ccc(F)cc21	-11%&-12%	-2%&-16%	21%&12%	12%&1%	36%&39%
9%	-17%	-4%	0%	CC(C)Sc1nc2sccc2c(=O)n1-c1ccccc1	-3%	6%	-20%	-18%	25%
2%	3%	-6%	0%	CCn1ccc(C(=O)Oc2ccc(C(C)C)cc2)n1	-15%	nt	-7%	0%	9%
5%	21%	-5%	-2%	COc1ccc(OC)c(N(CC(=O)N2CCCC2)S(=O)(=O)c2ccccc2)c1	1%	-10%	-4%	-16%	10%
31%[activator]	-7%	i	1%	COc1cc(-c2noc(-c3ccc(N4CCN(C)CC4)c([N+](=O)[O-])c3)n2)cc(OC)c1OC	-10%	-2%	-10%	-29%	74%[activator]
1%	0%	-10%	1%	COCCCNC(=O)c1ccccc1N(Cc1ccccc1)S(=O)(=O)c1ccc(OC)cc1	0%	6%	13%	-10%	43%[activator]
-17%	0%	-1%	2%	CN(C)C1(CNCC(O)c2ccccc2)CCCCC1 (centres undefined)	20µM*	-12%	15%	-5%	?
nt	?	-12%	5µM*	O=c1c2ccccc2[nH]c2ccc(O)cc12	?	12%	3%	?	?
-8%	-15%	-14%	-8%	NC(=O)Cc1nc(-c2ccc(Br)cc2)cs1	-6%	3%	-9%	3%	18%
-2%	-10%	i	-9%	CN1CCN(CC(=O)Nc2c(C(=O)c3ccccc3)oc3ccccc23)CC1	-29%	-3%	-1%	26%	-4%
1%	?	-5%	6%	Cc1c(NC(=S)NC(=O)c2ccc(Br)o2)c(=O)n(-c2ccccc2)n1C	-7%	-4%	-5%	18%	13%
140%[activator]	43%[activator]	-4%	-1%	COc1ccccc1NC(=O)Cn1nnc(-c2ccccc2NC(=O)c2ccco2)n1	-20%	-1%	0%	-15%	16%
1%	?	i	9%	COc1ccc(Nc2nc(NC(C)(C)C)nc(N3CCCC3)n2)c(OC)c1	28µM*	-7%	1%	1%	?
2%	0%	nt	-3%	COc1ccc(/C=C2\SC(=O)N(CC(=O)Nc3cccnc3)C2=O)cc1OC	-17%	7%	-11%	-31%	61%[activator]
3%	3%	3%	0%	CCC(=O)NC(c1ccc(OC)cc1)c1cc(Cl)c2cccnc2c1O (centres undefined)	-15%	12%	0%&-3%	35%	46%[activator]
-2%	13%	-5%	-2%	Nc1c(C(=O)Nc2ccc3c(c2)OCCO3)nnn1Cc1cccc(Cl)c1	-25%	-9%	0%[57.1 µM]	-5%	2%
-1%	-10%	1%	14%	COc1cc(CNCC(C)C)c(Br)cc1OCC(=O)NCc1ccccc1	-18%	-1%	10%	17%	12%
-3%	-13%	-9%	-2%	O=C(CCn1c(=O)c2sccc2n(Cc2cc(=O)n3ccccc3n2)c1=O)NCc1ccco1	-5%	-5%	2%[57.1 µM]	-7%	7%
0%	-18%	-2%	18%	COCCCN(C(=S)NC(=O)c1ccc(C(C)(C)C)cc1)c1c(N)n(Cc2ccccc2)c(=O)[nH]c1=O	-31%[57.1 µM]	4%	?	1%	17%
9%	-12%	-6%	0%	CCOC(=O)c1c(NC(=O)OC)sc(C(=O)N(CC)CC)c1C	-8%	-5%	1%	?	16%
4%	3%	i	12%	NS(=O)(=O)c1ccc(CCNC(=O)CC(NC(=O)c2ccccc2Cl)c2ccccc2)cc1 (centres undefined)	6%	1%	15%	4%	23%
-1%	?	4%	1%	S=c1[nH]nc(-c2ccco2)n1/N=C/c1ccc(Cl)cc1Cl	40µM*	0%	-13%	?	-21%
0%	1%	6%	1%	CCCNC(=S)N1CCC(NC(=O)c2ccc(OC)cc2)CC1	-2%	-1%	8%	4%	30%
7%	1%	-6%	-3%	COC(=O)c1ccc2c(c1)c(-c1ccccc1)c(-c1ccccc1)n2C	-20%	14%	154%[activator]	-7%	79%[activator]
-2%	-30%	7%	16%	COc1ccc(N2CCN(C(=O)C3Cc4ccccc4N3C(C)=O)CC2)cc1 (centres undefined)	-14%	2%	5%[57.1 µM]	20%	13%
1%	-22%	-3%	13%	Clc1cccc(/C=N/Nc2ncnc3ccccc23)c1	?	-2%	-16%	-7%	-7%
4%	?	1%	0%	O=C1C(=O)N(CCCN2CCOCC2)C(c2ccc(Cl)cc2)/C1=C(/O)c1ccc(F)cc1 (centres undefined)	0%	-9%	4%	17%	40%[activator]
12%	-6%	-7%	-6%	N#Cc1c(N)n(-c2cccc(O)c2)c2nc3ccccc3nc12	19%	-9%	-28%	1%	46%[activator]
1%	nt	-6%	3%	CCOC(=O)c1[nH]c(C)c(CC(C)C)c1C	-21%	16%	17%	22%	10%
19%	-16%	3%	-10%	CCc1ccccc1NC(=O)C1CCCN(S(=O)(=O)c2ccc3[nH]c(=O)ccc3c2)C1 (centres undefined)	-21%	6%	16%	40%	17%
-1%	0%	-15%	3%	O=C(CCC(=O)N1CCCC1)Nc1nnc(C2CCCCC2)s1	-14%	-3%	23%	5%	33%[activator]
-2%	-18%	-7%	1%	O=C(Nc1ccncc1)C1CCC(CNS(=O)(=O)c2cccc3nsnc23)CC1 (centres undefined)	-17%	2%	-8%	5%	13%
-17%&7%	-5%&-8%	8%	-19%&-1%	CCOC(=O)c1cccnc1SCC(=O)N(CC)c1cccc(C)c1	-7%&-8%	-4%&-3%	8%&-6%[57.1 µM]	6%&-10%	38%&21%[activator]
-4%	-24%	-3%	-5%	Cc1cccc(OCCNC(=O)c2ccc(Oc3ccc(C(F)(F)F)cc3[N+](=O)[O-])cc2)c1	?	-4%	-1%[57.1 µM]	-25%	?
12%	-8%	-9%	21%	O=C(Nc1ccccc1C(=O)O)c1cccc(C(=O)Nc2ccccc2C(=O)O)c1	-15%	11%	-1%	13%	34%
-1%	-5%	i	2%	COc1cc(F)c(C2=CC(=O)C[C@H](c3ccc(F)cc3)C2)cc1F	-2%	11%	8%	11%	67%[activator]
6%	-14%	i	?	COc1cc(/C=N/NC(=O)CCC(=O)Nc2ccc(F)cc2)ccc1O	9%	16%	4%[57.1 µM]	-2%	27%
-1%	3%	i	-1%	Cc1nc(N(CCO)C2CCCCC2)c2nnn(Cc3ccccc3)c2n1	-23%	-1%	21%	-3%	13%
0%	15%	-19%	-5%	CON(C)c1nc(NCC(C)C)nc(OCC#N)n1	-3%	0%	6%[57.1 µM]	-12%	39%[activator]

Some of the compounds tested; count on the stated rates, not on these rows.
